EZH2 inh: EZH2 (human) methyltransferase inhibition | PRC2 H3K27 methylation, DELFIA TRF, 1 h | AID 651548 | Q15910 | inhibition, % at 12.5 µM | 57,000 compounds, 0.35% hits;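 active = mean inhibition of replicates at least 50% and every single replicate also reaching 50%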;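 also: dimethyl H3K27 on biotinylated H3 21-44 peptide detected by antibody; plate controls were median neutral control wells for no effect and median positive control wells for full effect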
Target sequence (Q15910 whole entry, looked up): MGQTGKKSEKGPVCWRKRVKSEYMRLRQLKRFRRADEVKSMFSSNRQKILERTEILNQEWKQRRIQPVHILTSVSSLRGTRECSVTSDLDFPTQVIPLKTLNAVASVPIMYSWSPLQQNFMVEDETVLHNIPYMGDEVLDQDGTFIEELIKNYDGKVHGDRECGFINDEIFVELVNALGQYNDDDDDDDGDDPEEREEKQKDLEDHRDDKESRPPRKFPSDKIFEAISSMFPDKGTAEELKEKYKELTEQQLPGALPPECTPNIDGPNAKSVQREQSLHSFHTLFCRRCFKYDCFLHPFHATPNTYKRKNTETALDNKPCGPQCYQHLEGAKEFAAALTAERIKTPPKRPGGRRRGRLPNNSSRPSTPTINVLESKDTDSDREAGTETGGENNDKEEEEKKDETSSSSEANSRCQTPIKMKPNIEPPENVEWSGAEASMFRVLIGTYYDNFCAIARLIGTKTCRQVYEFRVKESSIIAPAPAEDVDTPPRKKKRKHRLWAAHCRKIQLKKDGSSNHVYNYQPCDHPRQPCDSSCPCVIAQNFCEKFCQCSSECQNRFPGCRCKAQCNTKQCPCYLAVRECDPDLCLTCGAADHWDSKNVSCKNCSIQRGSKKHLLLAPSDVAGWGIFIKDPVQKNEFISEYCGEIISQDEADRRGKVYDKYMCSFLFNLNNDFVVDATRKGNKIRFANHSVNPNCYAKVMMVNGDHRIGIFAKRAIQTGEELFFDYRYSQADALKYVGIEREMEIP
IDH1 R132H inh: IDH1 R132H (human) inhibition | IDH1 R132H reductase, diaphorase/resazurin fluorescence, 60 min | inhibition, % at 10 µM | 70,000 compounds, 0.18% hits | O75874; in the data active = inhibition above about 34%;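 also: 0% = DMSO and 100% = no enzyme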
Active calls of the source: *; x = not tested or not shown. An excerpt, so the mix of outcomes need not match the whole.

The first 3 records, ahead of the listing:
molecule,EZH2 inh,IDH1 R132H inh
COc1ccc(NC(=O)Nc2ccc3c(c2)C(=O)N([C@@H](C)CO)C[C@H](C)[C@@H](CN(C)Cc2ccc(C(F)(F)F)cc2)O3)cc1,7.5,0.1
COC(=O)c1c(NC(=O)C2C3C=CC(C3)C2C(=O)O)sc(C)c1C (centres undefined),x,1.7
C[C@@H]1CCCCO[C@@H](CN(C)C(=O)c2ccccc2)[C@H](C)CN([C@H](C)CO)C(=O)c2cc(NC(=O)c3ccccc3)ccc2O1,-12.7,x

This part in full, from the start:
molecule,EZH2 inh,IDH1 R132H inh
COc1ccc(NC(=O)Nc2ccc3c(c2)C(=O)N([C@@H](C)CO)C[C@H](C)[C@@H](CN(C)Cc2ccc(C(F)(F)F)cc2)O3)cc1,7.5,0.1
COC(=O)c1c(NC(=O)C2C3C=CC(C3)C2C(=O)O)sc(C)c1C (centres undefined),x,1.7
C[C@@H]1CCCCO[C@@H](CN(C)C(=O)c2ccccc2)[C@H](C)CN([C@H](C)CO)C(=O)c2cc(NC(=O)c3ccccc3)ccc2O1,-12.7,x
C[C@H](CO)N1C[C@H](C)[C@H](CN(C)S(=O)(=O)c2ccccc2)Oc2ccc(NC(=O)CCCCCC(=O)Nc3ccccc3N)cc2CC1=O,-25.5,x
COc1ccccc1NC(=O)C1=C(C)Nc2ncnn2C1c1ccccc1OCc1ccccc1 (centres undefined),6.4,-0.1
C[C@H](CO)N1C[C@H](C)[C@@H](CN(C)CC2CCCCC2)Oc2ccc(NS(=O)(=O)c3ccc(F)cc3)cc2C1=O,0.9,x
O=C(C[C@H]1C[C@@H]2c3cc(NC(=O)Nc4ccccc4)ccc3O[C@@H]2[C@@H](CO)O1)NCc1ccccc1,-9.4,1.4
CC(C)(C)[S@@](=O)N1Cc2cc(C(=O)NCc3ccc4c(c3)OCO4)nc(-c3cccc(-c4cccnc4)c3)c2[C@H]1CCO,3.0,-0.9
Cc1ccc(S(=O)(=O)N(C)C[C@@H]2OCc3cn(nn3)CCCC(=O)N([C@H](C)CO)C[C@@H]2C)cc1,4.1,x
CO[C@@H]1CN(C)C(=O)c2ccc(NS(C)(=O)=O)cc2OC[C@@H](C)N(CCC(F)(F)F)C[C@@H]1C,9.4,-0.1
C/C=C/c1ccc2c(c1)O[C@@H](CN(C)C(=O)C1CCOCC1)[C@H](C)CN([C@H](C)CO)S2(=O)=O,x,4.5
CO[C@@H]1CN(C)C(=O)c2ccc(NC(=O)c3cccc(F)c3)cc2OC[C@H](C)N(C)C[C@H]1C,0.7,-0.1

Next records follow.
molecule,EZH2 inh,IDH1 R132H inh
C[C@H]1CCCCO[C@H](CN(C)C(=O)Nc2ccc3c(c2)OCO3)[C@@H](C)CN([C@@H](C)CO)C(=O)c2cc(NS(=O)(=O)c3ccccc3)ccc2O1,x,2.3
COc1ccc(CN(C)C[C@H]2Oc3ccc(NC(=O)C4CCCCC4)cc3CC(=O)N([C@@H](C)CO)C[C@@H]2C)cc1,x,0.2
C[C@@H]1CN([C@H](C)CO)C(=O)c2cc(NC(=O)CCN3CCOCC3)ccc2O[C@@H]1CN(C)Cc1ccc(C(=O)Nc2ccccc2N)cc1,-19.2,x
COc1cccc(S(=O)(=O)N[C@@H]2C=C[C@@H](CC(=O)NCc3ccc(F)cc3)O[C@@H]2CO)c1,-12.0,0.0
C[C@@H]1CCCCO[C@H](CN(C)C(=O)Nc2ccc(F)cc2)[C@H](C)CN([C@@H](C)CO)C(=O)c2cc(NS(C)(=O)=O)ccc2O1,x,-0.5
COc1ccc(COCC23N=C4SCc5ccccc5CN4[C@H](c4ccccc4O2)[C@H]3CO)cc1,-3.2,x
COCC(=O)Nc1ccc2c(c1)OC[C@H](C)N(C(=O)c1cnccn1)C[C@@H](C)[C@H](OC)CN(C)C2=O,-0.9,0.4
CC(C)NC(=O)Nc1ccc2c(c1)C(=O)N([C@@H](C)CO)C[C@H](C)[C@@H](CN(C)CC1CCCCC1)O2,8.8,1.8
COc1ccc(C(=O)NCC(=O)Nc2cccc(C(F)(F)F)c2)cc1,-12.9,1.6
CCOC(=O)c1c(NC(=O)C2CC(Cl)=CCC2C(=O)O)sc2c1CC(C)CC2 (centres undefined),25.1,0.1
C[C@@H]1CN([C@H](C)CO)C(=O)c2ccccc2-c2ccccc2CO[C@H]1CN(C)C(=O)Nc1ccccc1,1.3,x
CC(C)NC(=O)Nc1ccc2c(c1)C(=O)N([C@@H](C)CO)C[C@@H](C)[C@H](CN(C)Cc1ccc(Cl)c(Cl)c1)OCCCC[C@@H](C)O2,x,0.8

Carrying on:
molecule,EZH2 inh,IDH1 R132H inh
COc1ccccc1NC(=O)CSc1nnc(-c2ccc([N+](=O)[O-])cc2)n1-c1ccccc1,12.4,2.2
C[C@@H]1CN([C@@H](C)CO)C(=O)c2cc(NC(=O)Nc3ccc(C(F)(F)F)cc3)ccc2O[C@H]1CN(C)Cc1ccc(-c2ccccc2)cc1,x,0.2
C[C@@H]1CN([C@@H](C)CO)C(=O)c2cc(NS(=O)(=O)c3ccc(Cl)cc3)ccc2O[C@@H]1CN(C)Cc1ccc(C(F)(F)F)cc1,x,1.1
C[C@@H]1CN([C@H](C)CO)C(=O)c2cccc(NC(=O)c3nc4ccccc4s3)c2O[C@H]1CN(C)Cc1ccccc1,-5.6,x
C[C@@H]1CN([C@H](C)CO)C(=O)c2cc(NC(=O)Nc3ccccc3)ccc2O[C@H]1CN(C)Cc1ccc(Cl)c(Cl)c1,x,1.4
C[C@@H]1CN([C@H](C)CO)C(=O)c2cc(-c3ccc(F)cc3)cnc2O[C@@H]1CN(C)C(=O)Nc1ccc(F)cc1,-5.5,0.0
CCC(=O)N(C)C[C@@H]1Oc2cc(-c3ccc(F)cc3)ccc2S(=O)(=O)N([C@H](C)CO)C[C@H]1C,x,2.2
COCC#Cc1cnc2c(c1)C(=O)N([C@H](C)CO)C[C@@H](C)[C@H](CN(C)C(=O)Cc1ccccc1)O2,x,0.1
Cc1ccc(S(=O)(=O)N[C@@H]2C=C[C@@H](CC(=O)O)O[C@H]2CO)cc1,12.4,0.1
COCCNC(=O)C[C@@H]1C[C@@H]2c3cc(NC(=O)Nc4ccccc4F)ccc3O[C@@H]2[C@@H](CO)O1,-14.0,-0.1
CN(C)C(=O)C[C@@H]1C[C@H]2c3cc(NC(=O)C4CCOCC4)ccc3O[C@H]2[C@H](CO)O1,-0.8,0.4
O=C(Nc1ccc(F)cc1)N[C@H]1C=C[C@@H](CC(=O)N2CCOCC2)O[C@H]1CO,3.9,-0.2

Continued.
molecule,EZH2 inh,IDH1 R132H inh
CC(C)CC#Cc1cnc2c(c1)C(=O)N([C@H](C)CO)C[C@H](C)[C@@H](CN(C)Cc1ccccn1)O2,x,0.0
CO[C@@H]1CN(C)C(=O)c2ccc(NC(C)=O)cc2OC[C@H](C)N(Cc2nccs2)C[C@H]1C,-3.7,0.0
CN1CCN(C(=O)C[C@@H]2C[C@H]3c4cc(NC(=O)NC5CCCCC5)ccc4O[C@H]3[C@H](CO)O2)CC1,4.3,-0.4
CCOc1ccc2c(c1)SC(CC(=O)Nc1ccccc1[N+](=O)[O-])C(=O)N2 (centres undefined),4.1,-0.2
C[C@@H]1CN([C@H](C)CO)C(=O)c2cc(C3=CCCC3)cnc2O[C@@H]1CN(C)Cc1ccccc1C(=O)O,x,-0.7
C[C@@H]1CCCCO[C@@H](CN(C)Cc2ccc(C(F)(F)F)cc2)[C@H](C)CN([C@@H](C)CO)C(=O)c2cc(NC(=O)CCCN(C)C)ccc2O1,x,3.0
COc1ccc(-c2cc(=O)oc3cc(OC(C(=O)O)c4ccccc4)ccc23)cc1 (centres undefined),24.3,1.5
COc1ccc(NC(=O)Nc2ccc3c(c2)C(=O)N([C@@H](C)CO)C[C@@H](C)[C@H](CN(C)C(=O)NC(C)C)OCCCC[C@@H](C)O3)cc1,x,2.8
C[C@@H]1CCCCO[C@@H](CN(C)S(=O)(=O)c2ccc(F)cc2)[C@@H](C)CN([C@@H](C)CO)C(=O)c2cc(NC(=O)NC3CCCCC3)ccc2O1,x,3.9
COc1ccc(S(=O)(=O)N(C)C[C@@H]2Oc3ccc(NS(=O)(=O)c4ccccc4)cc3C(=O)N([C@H](C)CO)C[C@@H]2C)cc1,x,-0.3
Cn1c(SCC(=O)Nc2ccccc2C(F)(F)F)nnc1-c1ccc(F)cc1,-6.8,0.0
C[C@@H]1CN([C@H](C)CO)C(=O)c2cccc(NC(=O)Nc3ccc(F)cc3)c2O[C@@H]1CN(C)S(C)(=O)=O,-5.8,x

New compounds follow
molecule,EZH2 inh,IDH1 R132H inh
CCNS(=O)(=O)c1cc(C)ccc1-n1cnnn1,9.9,1.0
CS(=O)(=O)Nc1ccc2c(c1)[C@H]1C[C@@H](CC(=O)NCCN3CCCCC3)O[C@H](CO)[C@H]1O2,-7.6,-0.2
C[C@@H]1CCCCO[C@H](CN(C)C(=O)C2CCCCC2)[C@H](C)CN([C@H](C)CO)C(=O)c2cc(NS(=O)(=O)c3cccs3)ccc2O1,x,1.0
C[C@@H]1CN([C@H](C)CO)C(=O)CCCn2cc(nn2)CO[C@@H]1CN(C)S(=O)(=O)c1ccc2c(c1)OCCCO2,x,-1.1
COc1ccc(NC(=S)NCCn2cc(Br)cn2)cc1OC,8.7,2.6
O=C(N[C@@H]1CC[C@@H](CCNS(=O)(=O)c2cccc(Cl)c2)O[C@@H]1CO)c1ccccc1,-4.1,0.2
CS(=O)(=O)c1ccc(C2=C(c3ccccc3)C(=O)OC2)cc1,15.1,-0.1
CCC(=O)N[C@H]1C=C[C@@H](CC(=O)NCc2ccccc2OC)O[C@@H]1CO,1.2,0.3
C[C@H](CO)N1C[C@H](C)[C@H](CN(C)C(=O)C2CCOCC2)Oc2ncc(C#CC3(O)CCCC3)cc2C1=O,5.3,x
C[C@@H]1CN([C@H](C)CO)C(=O)c2cc(NC(=O)Nc3ccc(C(F)(F)F)cc3)ccc2O[C@@H]1CN(C)S(=O)(=O)c1cn(C)cn1,x,-0.6
C[C@@H]1CN([C@H](C)CO)C(=O)c2cc(NC(=O)CCCN(C)C)ccc2O[C@H]1CN(C)Cc1ccccc1,-16.9,x
Cc1noc(C)c1NC(=O)N(C)C[C@H]1OCCCC[C@@H](C)Oc2ccc(NC(=O)c3ccncc3)cc2C(=O)N([C@H](C)CO)C[C@H]1C,x,4.0

2 consecutive entries already listed, for reference:
molecule,EZH2 inh,IDH1 R132H inh
COc1ccc(NC(=O)Nc2ccc3c(c2)C(=O)N([C@@H](C)CO)C[C@H](C)[C@@H](CN(C)Cc2ccc(C(F)(F)F)cc2)O3)cc1,7.5,0.1
COC(=O)c1c(NC(=O)C2C3C=CC(C3)C2C(=O)O)sc(C)c1C (centres undefined),x,1.7

Following part.
molecule,EZH2 inh,IDH1 R132H inh
COCC(=O)N(C)C[C@H]1Oc2cc(C#Cc3cccnc3)ccc2S(=O)(=O)N([C@@H](C)CO)C[C@H]1C,6.5,-1.0
C[C@@H]1CN([C@H](C)CO)C(=O)c2cc(NC(=O)Nc3cccc4ccccc34)ccc2O[C@H]1CN(C)C(=O)Nc1cccc2ccccc12,x,-1.6
C[C@H]1CN([C@@H](C)CO)C(=O)c2cccc(NC(=O)c3nc4ccccc4s3)c2O[C@@H]1CN(C)C(=O)Nc1cccc2ccccc12,x,1.6
O=C(NO)c1cccc(C(=O)N/N=C/c2ccccc2Br)c1,-3.0,-0.6
COc1ccc(S(=O)(=O)N(C)C[C@H]2OCc3ccccc3-c3c(n(C)c4ccccc34)C(=O)N([C@@H](C)CO)C[C@@H]2C)cc1,-44.6,x
CCCCNC(=O)NS(=O)(=O)c1ccc(C)cc1,3.4,-0.7
COc1ccc(NC(=O)N(C)C[C@H]2OCc3cnnn3CCCC(=O)N([C@@H](C)CO)C[C@@H]2C)c(OC)c1,1.6,x
COc1cccc(S(=O)(=O)N(C)C[C@@H]2Oc3ncc(-c4cccc(C(=O)N(C)C)c4)cc3C(=O)N([C@H](C)CO)C[C@H]2C)c1,-15.8,x
Cc1ccc(C(=O)NCCNc2ccccc2[N+](=O)[O-])cc1,-6.7,-0.8
CC(C)NC(=O)Nc1ccc2c(c1)C(=O)N([C@@H](C)CO)C[C@H](C)[C@@H](CN(C)C(=O)c1ccccc1)OCCCC[C@@H](C)O2,7.6,x
Cc1ccc(CN(C)C[C@H]2OCc3cn(nn3)CCCC(=O)N([C@H](C)CO)C[C@@H]2C)cc1,2.4,0.4
C[C@@H]1CN([C@@H](C)CO)C(=O)c2cc(C#CCC3CCCC3)cnc2O[C@H]1CN(C)C(=O)CC1CC1,x,-0.1

Next compounds:
molecule,EZH2 inh,IDH1 R132H inh
C[C@@H]1CCCCO[C@@H](CN(C)C)[C@H](C)CN([C@@H](C)CO)C(=O)c2cc(NC(=O)CCCN(C)C)ccc2O1,7.3,4.8
COC(=O)CCCCCCC(=O)N/N=C/c1cccc(O)c1,-14.9,x
Cc1ccc(S(=O)(=O)N(C)CC(=O)Nc2ccc(Br)cc2C)cc1,-1.0,0.1
COc1ccc(NC(=O)N(C)C[C@H]2Oc3ncc(-c4ccc(C#N)cc4)cc3C(=O)N([C@H](C)CO)C[C@@H]2C)cc1,2.9,0.4
C[C@@H]1CN([C@@H](C)CO)C(=O)CCCn2nncc2CO[C@@H]1CN(C)C(=O)c1ccccc1,8.0,1.1
Cc1noc(C)c1S(=O)(=O)Nc1ccc2c(c1)CC(=O)N([C@@H](C)CO)C[C@@H](C)[C@H](CN(C)Cc1ccc(C(F)(F)F)cc1)O2,x,0.3
C[C@@H]1CN([C@@H](C)CO)C(=O)c2cc(N(C)C)ccc2O[C@H]1CN(C)S(=O)(=O)c1ccccc1,-3.6,-0.9
CS(=O)(=O)N(CC(=O)NC1CC2CCC1C2)c1cccc(C(F)(F)F)c1 (centres undefined),1.3,0.4
C[C@@H]1CCCCO[C@H](CN(C)Cc2ccccc2)[C@@H](C)CN([C@@H](C)CO)C(=O)c2cc(NC(=O)Nc3ccc(C(F)(F)F)cc3)ccc2O1,x,3.9

High-throughput results (PubChem BioAssay)
